BRCA1 expr up = qHTS Assay to Identify Small Molecule Activators of BRCA1 Expression; MCF7-BRCA1-FFLuc reporter, luminescence, 48 h; response scale: scaled: vehicle 0%, 10 µM genistein 100%; Potency, µM (highest dose often 46.1 µM), inactives show at the highest dose activation, hits mostly activators; 1.1% of 380,000 active; AID 624202, 2012; also: potency is read from the fitted curve at half-maximal effect; nearly all actives have a fitted effect of over 80% in size; some results filed as inactive show a strong effect at the top dose
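Luminescence from a BRCA1-driven firefly luciferase in MCF7 cells was read after 48 h compound exposure at 37 C. Data normalized against DMSO and a 10microM genistein activation control, then curve-fitted across the titration.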
Eya2 phos inh = qHTS Assay for Inhibitors of the Phosphatase Activity of Eya2; Protein phosphatase EYA2 (Homo sapiens), O00167; recombinant Eya2, OMFP fluorescence dephosphorylation (OMFP is methylfluorescein phosphate); Potency, µM (doses to about 76.9 µM), without a hit: top-dose activity, negative = inhibition, actives largely listed as inhibitors; 0.006% of 330,000 active; AID 488837, 2010; also: potency is read from the fitted curve at half-maximal effect; % is scaled to controls: 0 for no effect and ±100 for the full control effect
Target sequence (O00167 whole entry, looked up): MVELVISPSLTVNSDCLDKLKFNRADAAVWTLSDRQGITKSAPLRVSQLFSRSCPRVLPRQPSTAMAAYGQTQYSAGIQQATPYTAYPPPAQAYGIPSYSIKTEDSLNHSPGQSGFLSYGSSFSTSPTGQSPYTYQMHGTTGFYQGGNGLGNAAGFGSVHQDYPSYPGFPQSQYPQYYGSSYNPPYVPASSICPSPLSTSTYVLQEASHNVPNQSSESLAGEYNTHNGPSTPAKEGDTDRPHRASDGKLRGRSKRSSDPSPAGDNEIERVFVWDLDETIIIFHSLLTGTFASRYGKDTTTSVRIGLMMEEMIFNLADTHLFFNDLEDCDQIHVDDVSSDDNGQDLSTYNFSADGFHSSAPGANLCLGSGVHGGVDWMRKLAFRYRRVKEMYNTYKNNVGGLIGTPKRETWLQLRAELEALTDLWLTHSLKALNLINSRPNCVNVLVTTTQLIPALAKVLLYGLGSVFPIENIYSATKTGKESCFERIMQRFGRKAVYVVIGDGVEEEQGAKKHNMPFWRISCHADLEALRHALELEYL
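Eya2 protein (added as 0.2 uM solution) was preincubated with compound for 10 min at ambient temperature in 50 mM HEPES pH 7.5, 50 mM NaCl, 5 uM MgCl2, 0.05% BSA, 1 mM DTT. OMFP (added at 50 uM) then reacted 10 min; fluorescence read at 485/525 nm.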
TRPV1 agonist = HTS Assay for Compounds that Act as Agonists of the Vanilloid Receptor 1. Transient receptor potential cation channel subfamily V member 1 (Homo sapiens), Q8NER1. TRPV1-expressing cells, Fluo-8 calcium influx, agonist mode. 0.19% of 320,000 active. AID 540275, 2011. activation, % at 8.33 µM; in the data active = activation above about 80%; also: 0% is about no effect
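Cells expressing TRPV1 were dye-loaded with Fluo-8 and read kinetically: 10 s baseline, 3 min after compound (agonist portion), then 2 min after EC20 capsaicin (allosteric enhancer portion). Calcium-bound dye fluorescence at 480/520 nm.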
Starred values were filed as active, the others as inactive; . = not tested or not shown. Unless noted, calls follow the shape of the dose curve; as a rule, active = well fitted curve in the direction sought with a large enough effect; inconclusive = small, poorly fitted or top-dose-only effect, or another doubt; inactive = no such curve, though single readings can be large; an effect the other way counts as inactive or inconclusive. These rows are one share of the data; the hit share may differ from the screen's.

SMILES | BRCA1 expr up | Eya2 phos inh | TRPV1 agonist
O=P(O)(O)C(Cl)(Cl)P(=O)(O)O | . | -5% | .
CCCCC/C=C\CC(O)/C=C/c1cccc(CC(O)CCCCO)n1 (stereo not given) | . | 1% | .
N[C@H](C(=O)O)[C@H](Cc1ccccc1)C(=O)O | . | 0% | .
O=c1[nH]c(=O)n([C@H]2C[C@@H](O)[C@@H](CO)O2)cc1C=CBr | . | -5% | .
N#C/C(=C\c1c[nH]c2ccccc12)C(=O)c1ccc(O)c(O)c1 | . | 3% | .
O=c1ccc2ccc(O)c(O)c2o1 | . | -1% | .
OC[C@H]1O[C@H](n2cnc3c(N[C@H]4CCC[C@@H]4O)ncnc32)[C@H](O)[C@@H]1O | . | -6% | .
C=CC(C)=C[C@@]1(C)SC(=O)C(C)=C1O | . | -2% | .
C=CC(=O)c1ccc(CCCCCC)cc1 | . | -11% | .
O=C1O/C(=C/Br)CCC1c1cccc2ccccc12 (stereo not given) | . | -2% | .
NC1CONC1=O (stereo not given) | . | -2% | .
Brc1c(Br)c(Br)c2n[nH]nc2c1Br | . | 17% | .
CCOC(=O)C1=C(C)NC(C)=C(C(=O)OCC)C1c1c(F)c(F)c(F)c(F)c1F | . | -24% | .
COc1ccc2c(c1)CCC1C2CC[C@@]2(C)C1CC[C@@H]2NCCCCCCN1C(=O)C=CC1=O (stereo not given in full) | . | 3% | .
Cc1nc2n(c(=O)c1CCN1CCC(c3noc4cc(F)ccc34)CC1)CCCC2O (stereo not given) | . | 8% | .
NS(=O)(=O)C#Cc1ccccc1 | . | 6% | .
N#CC(=C(\N)Sc1ccccc1N)/C(C#N)=C(/N)Sc1ccccc1N | . | 5% | .
N=S(=O)(O)Cc1noc2ccccc12 | . | 5% | .
CNCCNS(=O)(=O)c1cccc2cnccc12 | . | -10% | .
CCc1ccc(/C=C2/SC(=S)NC2=O)cc1 | . | 1% | .
NC(CCCP(=O)(O)O)C(=O)O (stereo not given) | . | -1% | .
O=c1ccc2c(OCCCCc3ccccc3)c3ccoc3cc2o1 | . | -25% | .
C=C1C(=O)O[C@@H]2[C@H]3O[C@]3(C)CCC=C(C)CC[C@@H]12 | . | -6% | .
NCCNS(=O)(=O)c1cccc2c(Cl)cccc12 | . | 1% | .
Clc1ccc(N2CCN(Cc3cc4ccccn4n3)CC2)cc1 | . | 8% | .
O=C(O)c1cc2cc(Cc3cccnc3)ccc2o1 | . | 13% | .
NC(C(=O)N[C@@H]1C(=O)N2C(C(=O)O)=C(Cl)CS[C@H]12)c1ccccc1 (stereo not given in full) | . | -2% | .
NC1(C(=O)O)CCCCC1 | . | -2% | .
Cc1cc2c(cc1Cl)N(C(=O)Nc1ccnc3ccccc13)CC2 | . | 5% | .
Nc1ncnc2c1c(I)cn2[C@@H]1C[C@H](N)[C@@H](O)[C@H]1O | . | -4% | .
CN1CCc2cc(NC(=O)Nc3cccnc3)ccc21 | . | 5% | .
COc1ccccc1CNCCCCCCNCCCCCCCCNCCCCCCNCc1ccccc1OC | . | 5% | .
NC1CCN(O)C1=O (stereo not given) | . | -1% | .
CCCCCCCCCCCCCCCCCC(=O)NCC(COP(=O)([O-])OCC[N+](C)(C)C)OCC (stereo not given) | . | -101% | .
O=C1Nc2ccc(I)cc2/C1=C/c1cc(Br)c(O)c(Br)c1 | . | 22% | .
Nc1nc2c(cnn2CCc2ccccc2)c2nc(-c3ccco3)nn12 | . | 5% | .
O=Nc1ccc2oc(=O)ccc2c1 | . | 4% | .
CC(C)(C)c1cc(/C=C(\C#N)C(N)=S)cc(C(C)(C)C)c1O | . | 16% | .
NC1=NCC2c3ccccc3Cc3ccccc3N12 (stereo not given) | . | 1% | .
NCC1OC(O[C@H]2[C@H](O)[C@@H](OC3C(O)C(N)CC(N)C3OC3OC(CO)C(O)C(O)C3N)O[C@@H]2CO)C(N)C(O)C1O (stereo not given in full) | . | -6% | .
Fc1ccc(CN(C2=NCCN2)c2c(Cl)cccc2Cl)cc1 | . | -4% | .
NC1CCN(c2cccc(Cl)n2)CC1 | . | 1% | .
CCN(CC)c1ncnc2c1ncn2[C@@H]1O[C@H](COP(=O)(O)OP(=O)(O)C(Br)(Br)P(=O)(O)O)[C@@H](O)[C@H]1O | . | 1% | .
N#CC(C#N)=C(N)/C(C#N)=C/c1ccc(O)cc1 | . | 1% | .
Oc1c(C(c2cccs2)N2CCN(c3ccccc3)CC2)ccc2cccnc12 (stereo not given) | . | . | 3
CCCC1CC(=O)OC1(C)C(=O)CSc1n[nH]c(-c2ccccc2)n1 (stereo not given) | . | . | 9
COc1cccc(NC(=O)CSc2nc(=O)n(Cc3cccnc3)c3c2CCC3)c1 | -1% | . | .
O=C(NCCc1ccc(O)c(Br)c1)c1ccc(Br)o1 | 7% | . | .
Cc1nc2c(c(C)c1CCC(=O)Nc1cccc(C(F)(F)F)c1)c(=O)n(C)c(=O)n2C | 22% | . | .
COc1cccc(-n2c(=O)c3sc4ccccc4c3n(CC(=O)Nc3ccccc3C)c2=O)c1 | -7% | . | .
COc1ccc(C2C(C(=O)Nc3ccc(C)cc3C)=C(C)Nc3nc(SC)nn32)cc1OC (stereo not given) | 15% | . | .
CC(C)=CCC[C@H](C)C[C@@H]1CC2=C(C(=O)OC(C)(C)O2)[C@@H](c2ccc(F)cc2)O1 | 13% | . | .
CCc1nc2ccc(C(=O)N3CCN(S(=O)(=O)CC)CC3)cn2c1N(C=O)Cc1ccc(OC)cc1 | 6% | . | .
Cc1ccc(Cl)cc1N1CCN(c2ncnc3c2nc2n3CCCCC2)CC1 | 4% | . | .
O=C(Nc1cccc(Cl)c1Cl)c1csc([C@@H]2O[C@H](CO)[C@H](O)[C@H](O)[C@H]2O)n1 | 0% | . | .
COc1ccccc1-c1cc2nc(NCCc3ccncc3)ccn2n1 | 12% | . | .
O=C1c2ccccc2C(c2nnnn2Cc2ccccc2)N1CCOc1ccccc1 (stereo not given) | 11% | . | .
Cc1ccc(-c2cc(-c3coc4ccccc4c3=O)c3c(n2)-c2cc(Cl)ccc2OC3)cc1 | 5% | . | .
CC(C)(C)[C@H](NC(=O)c1ccc(N)c(Cl)c1)C(=O)N1CCC[C@H]1C(=O)N[C@H](C#N)CC(=O)O | 17% | . | .
COc1ccccc1Cn1c(C2CC(=O)N(c3ccccc3OC)C2)nc2ccccc21 (stereo not given) | -22% | . | .

An excerpt from above in order of length of the SMILES, ascending:
SMILES | BRCA1 expr up | Eya2 phos inh | TRPV1 agonist
O=C(NCCc1ccc(O)c(Br)c1)c1ccc(Br)o1 | 7% | . | .
N#CC(C#N)=C(N)/C(C#N)=C/c1ccc(O)cc1 | . | 1% | .
Cc1ccc(Cl)cc1N1CCN(c2ncnc3c2nc2n3CCCCC2)CC1 | 4% | . | .
O=C1c2ccccc2C(c2nnnn2Cc2ccccc2)N1CCOc1ccccc1 (stereo not given) | 11% | . | .
Oc1c(C(c2cccs2)N2CCN(c3ccccc3)CC2)ccc2cccnc12 (stereo not given) | . | . | 3
COc1cccc(NC(=O)CSc2nc(=O)n(Cc3cccnc3)c3c2CCC3)c1 | -1% | . | .
COc1ccccc1Cn1c(C2CC(=O)N(c3ccccc3OC)C2)nc2ccccc21 (stereo not given) | -22% | . | .
COc1ccc(C2C(C(=O)Nc3ccc(C)cc3C)=C(C)Nc3nc(SC)nn32)cc1OC (stereo not given) | 15% | . | .
COc1cccc(-n2c(=O)c3sc4ccccc4c3n(CC(=O)Nc3ccccc3C)c2=O)c1 | -7% | . | .
Cc1ccc(-c2cc(-c3coc4ccccc4c3=O)c3c(n2)-c2cc(Cl)ccc2OC3)cc1 | 5% | . | .
CCc1nc2ccc(C(=O)N3CCN(S(=O)(=O)CC)CC3)cn2c1N(C=O)Cc1ccc(OC)cc1 | 6% | . | .
CC(C)=CCC[C@H](C)C[C@@H]1CC2=C(C(=O)OC(C)(C)O2)[C@@H](c2ccc(F)cc2)O1 | 13% | . | .
O=C(Nc1cccc(Cl)c1Cl)c1csc([C@@H]2O[C@H](CO)[C@H](O)[C@H](O)[C@H]2O)n1 | 0% | . | .
CC(C)(C)[C@H](NC(=O)c1ccc(N)c(Cl)c1)C(=O)N1CCC[C@H]1C(=O)N[C@H](C#N)CC(=O)O | 17% | . | .
CCN(CC)c1ncnc2c1ncn2[C@@H]1O[C@H](COP(=O)(O)OP(=O)(O)C(Br)(Br)P(=O)(O)O)[C@@H](O)[C@H]1O | . | 1% | .

Going on with the list:
SMILES | BRCA1 expr up | Eya2 phos inh | TRPV1 agonist
CC(C)c1ccc(Nc2c(-c3ccc(N(C)C)cc3)nc3cnccn23)cc1 | 1% | . | .
CC(=O)NCCNc1nc2cc(-c3ccc(C)cc3)sc2c(=O)n1C | 4% | . | .
CCOC(=O)c1c(NC(=O)CSc2cn(CCNC(=O)c3ccccc3F)c3ccccc23)sc2c1CCC2 | -2% | . | .
CCn1c(=O)cc(OCC(=O)N2CCN(c3ccc(C)cc3)C(C)C2)c2ccccc21 (stereo not given) | -74% | . | .
O=C(NCCN1CCC(n2c(=O)[nH]c3ccccc32)CC1)c1ccc(Cl)c(Cl)c1 | -12% | . | .
COc1ccccc1C(O)c1ncc(-c2cccc3ccccc23)[nH]1 (stereo not given) | 4% | . | .
Cc1noc(C)c1C(=O)N1CCC1(C)C(=O)NS(=O)(=O)Cc1cccc(Cl)c1 (stereo not given) | -8% | . | .
COCCNC(=O)C1CCCN(Cc2cccc(C(F)(F)F)c2)CC1 (stereo not given) | 0% | . | .
CCOC(=O)C1CCCN(C(=O)c2ccc3c(c2)N(Cc2ccc(Cl)cc2)C(=O)c2ccccc2S3=O)C1 (stereo not given) | -20% | . | .
Cc1ccc(N(C)C(=O)Cn2cnc3onc(-c4ccc(F)cc4)c3c2=O)cc1C | -52% | . | .
Cc1ccc(-n2nc(C)c3c(C)c(CCC(=O)NCc4ccccc4Cl)c(C)nc32)cc1C | 7% | . | .
COc1ccc(CN2C(=O)CCC2(C)c2nnnn2-c2ccc3c(c2)OCCO3)cc1 (stereo not given) | 22% | . | .
COC(=O)N1CCCCC1c1cc(C(=O)Nc2ccccc2Cl)no1 (stereo not given) | 11% | . | .
CCc1ccc(NC(=O)CSc2nc3c([nH]c4ccccc43)c(=O)n2-c2cccc(OC)c2)cc1 | -36% | . | .
O=C(c1cccc([N+](=O)[O-])c1)N1CCN(CCc2ccncc2)CC1 | 3% | . | .
O=C(NCc1ccccc1)c1cc(C2CCCN(C(=O)CCCc3ccccc3)C2)on1 (stereo not given) | -8% | . | .
CC1(C(=O)NCCc2ccccc2)Cc2c(-c3ccccc3)ccnc2O1 (stereo not given) | -19% | . | .
CCC(C(=O)Nc1cccc(Cl)c1C)n1nc(-c2ccc(C)cc2)ccc1=O (stereo not given) | -25% | . | .
COC(=O)c1ccc2nc(-c3ccc(C#N)cc3)c(Cc3cccc(F)c3)n2c1 | 0% | . | .
COc1cccc(NC(=O)c2nnn(Cc3ccc(OC)c(Br)c3)c2N)c1 | -51% | . | .
CC(=O)Nc1cc(-c2ccc(C(=O)N3CCOCC3)cc2)cn2c(-c3cccc(C(F)(F)F)c3)cnc12 | -32% | . | .
O=C(c1ccc(Br)cc1)N(Cc1ccco1)c1ccccn1 | 0% | . | .
COc1ccc(S(=O)(=O)NCCc2sc(-c3cccnc3)nc2C)c(F)c1 | 6% | . | .
CCc1nc2ccc(C(=O)NCCCN3CCCC3=O)cn2c1N(CC)C(=O)NCCc1ccccc1 | 55% | . | .
COc1ccc(-n2c(SCC(N)=O)nc3c(oc4ccccc43)c2=O)cc1 | 11% | . | .
O=C(Nc1ccc2c(c1)OCO2)C1Cc2c(-c3cccnc3)ccnc2O1 (stereo not given) | -1% | . | .
OCCNc1ncnc2c1ncn2[C@H]1CN(Cc2ccncc2)C[C@@H](CO)O1 | 18% | . | .
CCN(C)C1CN(Cc2cn(Cc3ccc(C(F)(F)F)cc3)nn2)S(=O)(=O)C1 (stereo not given) | 14% | . | .
CCCCn1nnnc1C(c1cc2ccccc2o1)N(C)Cc1ccc(Cl)cc1 (stereo not given) | -22% | . | .
COc1ccccc1-c1cc2nc(NCCOc3ccccc3)ccn2n1 | -23% | . | .
CCc1ccc([C@H]2[C@@H]3C(=O)C[C@@H]4C(=O)N(Cc5ccccc5)C(=O)[C@@H]4[C@@H]3CN2S(=O)(=O)c2ccc(C)cc2)cc1 | -16% | . | .
